Screening data: PubChem BioAssay, National Center for Advancing Translational Sciences (NCATS)
JMJD2A Tudor inh: qHTS Assay for Inhibitors of JMJD2A-Tudor Domain | Potency, µM (series often up to 114 µM), without a hit: at the top dose activity change, negative = inhibition, most hits filed as inhibitors | AlphaScreen JMJD2A-Tudor / H3K4me3 peptide binding | AID 504339, 2011 | actives 4.4% (n = 390,000); further: on the % scale 0 is the no-effect control and ±100 the full control effect; nearly all actives have a fitted effect of over 50% in size
Pol eta inh: qHTS for Inhibitors of Polymerase Eta; DNA polymerase eta (Homo sapiens), Q9Y253; recombinant Pol eta, fluorescent DNA replication assay; Potency, µM (doses to about 114 µM), without a hit: at the highest dose activity change, negative = inhibition, hits mostly inhibitors; actives 1.2% (n = 390,000); further: on the % scale 0 is the no-effect control and ±100 the full control effect
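Fluorescent replication assay: 50 nM final substrate added after a 15 min room-temperature compound preincubation with 10 nM enzyme. Signal taken at 0 min and again at 10 min.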
BLM helicase inh: qHTS Assay for Inhibitors of Bloom's syndrome helicase (BLM). RecQ-like DNA helicase BLM (Homo sapiens), P54132. recombinant BLM DNA unwinding, fluorescence dequenching. Potency, µM (titrated, usually from 56.1 µM), for the others: top-dose activity change, negative = inhibition, usual class: inhibitors. actives 0.2% (n = 350,000);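 further: plate controls were vehicle for no effect and no enzyme for full effect; nearly all actives have a fitted effect of over 35% in size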
POLB inh: qHTS Assay for Inhibitors of DNA Polymerase Beta. actives 1.3% (n = 340,000). P06746. Pol beta primer extension/strand displacement, fluorescence kinetic. Potency, µM (top dose mostly 114 µM), for inactives: at the highest dose activity change, negative = inhibition, most hits filed as inhibitors; further: on the % scale 0 is the no-effect control and ±100 the full control effect
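Pol beta (10 nM) and compounds were preincubated 15 min at room temperature, then 50 nM substrate (final) started primer extension/strand displacement. Reads were taken at 0 and 10 min; concentration-response data were fitted to a four-parameter Hill equation.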
BAZ2B block: qHTS Assay for Inhibitors of BAZ2B | Bromodomain adjacent to zinc finger domain protein 2B (Homo sapiens), Q9UIF8 | AlphaScreen BAZ2B-H3K14Ac peptide displacement | Potency, µM (series often up to 114 µM), inactives show at the highest dose activity change, negative = inhibition, usual class: inhibitors | actives 4.4% (n = 360,000); further: on the % scale 0 is the no-effect control and ±100 the full control effect; nearly all actives have a fitted effect of over 60% in size
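Complex of BAZ2B and biotin-H3K14Ac (50 nM apiece) forms over 30 min at RT, then faces library compounds up to 110 uM for another 30 min; AlphaScreen beads added, 20 min dark incubation, luminescence read.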
POLI inh: qHTS for Inhibitors of Polymerase Iota. actives 1% (n = 390,000). DNA polymerase iota (Homo sapiens), Q9UNA4. Pol iota fluorescent replication assay, 10 min. Potency, µM (doses to about 115 µM), without a hit: top-dose activity, negative = inhibition, hits mostly inhibitors
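Pol iota at 10 nM preincubated 15 min with compounds at room temperature; reaction started with fluorescent substrate, 50 nM final. Fluorescence read kinetically at 0 and 10 min; buffer-only wells as negative control.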
G9a inh: qHTS Assay for Inhibitors of Histone Lysine Methyltransferase G9a; Histone-lysine N-methyltransferase EHMT2 (Homo sapiens), Q96KQ7; G9a H3K9 monomethylation, AlphaScreen, 2 h; Potency, µM (top dose mostly 102 µM), without a hit: at the highest dose activity, negative = inhibition, most hits filed as inhibitors; actives 8.8% (n = 350,000); AID 504332, 2011; further: on the % scale 0 is the no-effect control and ±100 the full control effect; nearly all actives have a fitted effect of over 75% in size
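Enzyme 20 nM + cpd, 15 min RT; add b-H3K9 pep 500 nM / SAM 20 uM; 2 h RT; anti-H3K9me1 Ab 0.5 ug/mL + SA donor / anti-rabbit acceptor beads 20 ug/mL each, 10 min; AlphaScreen read.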
APEX1 inh: qHTS Assay for Inhibitors of the Human Apurinic/apyrimidinic Endonuclease 1 (APE1); recombinant APE1, TAMRA/BHQ-2 abasic DNA cleavage fluorescence; Potency, µM (titrated, usually from 65.8 µM), inactives show at the highest dose activity change, negative = inhibition, usual class: inhibitors; actives 0.35% (n = 350,000);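 further: plate controls were vehicle for no effect and reference inhibitor for full effect; nearly all actives have a fitted effect of over 55% in size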
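Enzyme (0.75 nM final) and test compound are incubated 15 min at room temperature before adding 50 nM quenched THF abasic-site duplex. Cleavage dequenches TAMRA, followed at 525/598 nm over three reads one minute apart.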
Pol kappa inh: qHTS for Inhibitors of Polymerase Kappa | actives 0.53% (n = 400,000) | purified Pol kappa, fluorescent DNA synthesis assay, 10 min | Potency, µM (doses to about 107 µM), inactives show top-dose activity, negative = inhibition, most hits filed as inhibitors; further: on the % scale 0 is the no-effect control and ±100 the full control effect
Target sequence (Q9UBT6 whole entry, looked up): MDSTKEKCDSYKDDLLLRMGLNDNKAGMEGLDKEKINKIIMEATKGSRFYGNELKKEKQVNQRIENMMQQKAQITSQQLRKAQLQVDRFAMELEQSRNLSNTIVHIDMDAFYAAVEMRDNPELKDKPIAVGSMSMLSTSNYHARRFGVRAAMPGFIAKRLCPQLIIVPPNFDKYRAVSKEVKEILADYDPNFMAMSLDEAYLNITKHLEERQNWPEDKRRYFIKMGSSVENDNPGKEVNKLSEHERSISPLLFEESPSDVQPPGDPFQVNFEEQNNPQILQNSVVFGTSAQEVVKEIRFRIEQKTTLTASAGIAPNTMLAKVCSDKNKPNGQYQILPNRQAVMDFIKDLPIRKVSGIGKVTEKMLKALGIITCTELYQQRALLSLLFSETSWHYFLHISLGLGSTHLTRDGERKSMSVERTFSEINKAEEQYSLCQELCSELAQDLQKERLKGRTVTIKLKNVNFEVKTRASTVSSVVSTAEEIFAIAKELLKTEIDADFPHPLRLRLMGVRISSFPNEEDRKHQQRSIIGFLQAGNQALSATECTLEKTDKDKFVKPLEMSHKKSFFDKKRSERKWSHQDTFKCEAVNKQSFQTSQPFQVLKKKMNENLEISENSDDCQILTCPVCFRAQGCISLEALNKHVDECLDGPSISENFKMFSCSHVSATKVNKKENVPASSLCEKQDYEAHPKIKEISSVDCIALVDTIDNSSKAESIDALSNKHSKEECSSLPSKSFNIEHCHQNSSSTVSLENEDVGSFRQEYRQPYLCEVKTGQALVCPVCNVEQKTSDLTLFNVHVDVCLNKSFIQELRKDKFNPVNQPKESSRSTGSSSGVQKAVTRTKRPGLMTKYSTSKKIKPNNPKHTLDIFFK
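Inhibition of 10 nM Pol kappa is measured by a fluorescent read-out at 0 and 10 min following addition of 50 nM substrate (final), with a 15-min room-temperature compound preincubation.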
Numbers without * were called inactive; [ ] = remark or other dose. The call rests on the fitted dose curve; in most records, active means well fitted curve in the direction sought with a large enough effect; inconclusive means small, poorly fitted or top-dose-only effect, or another doubt; inactive means no such curve, though single readings can be large; an effect the other way counts as inactive or inconclusive. Potency means the concentration at half of the fitted maximal effect.

What do the screens show for `CCc1noc(-c2ccc(NC(C)c3ccccc3)c([N+](=O)[O-])c2)n1` (stereo unspecified)?
JMJD2A Tudor inh: -14%; Pol eta inh: -2%; BLM helicase inh: -8%; POLB inh: 1%; BAZ2B block: 2%; POLI inh: 3%; G9a inh: -24%[59 µM]; Pol kappa inh: -4%

How did CCOc1ccc(-n2c(SCc3ccc(C(=O)OC)o3)nc3c(c2=O)SCC3)cc1 do in these assays?
JMJD2A Tudor inh: inconclusive; Pol eta inh: -13%; BLM helicase inh: -1%; POLB inh: -12%; BAZ2B block: inconclusive; POLI inh: 23%; G9a inh: inconclusive; APEX1 inh: -1%; Pol kappa inh: -13%

How did CCOc1ccc(C2C(=O)N(C3CCCCCC3)CC(=O)N2CCc2ccc(OC)c(OC)c2)cc1OC (stereo unspecified) do in these assays?
JMJD2A Tudor inh: -24%; Pol eta inh: -8%; BLM helicase inh: -1%; POLB inh: 1%; BAZ2B block: 0%; POLI inh: 9%; G9a inh: -5%[59 µM]; Pol kappa inh: -13%[60.1 µM]

Results for CCOc1ccc(S(=O)(=O)NCCC(=O)N(C)Cc2cccs2)cc1 ?
JMJD2A Tudor inh: -16%; Pol eta inh: -4%; BAZ2B block: -4%; POLI inh: 18%; G9a inh: -1%[59 µM]; APEX1 inh: -9%; Pol kappa inh: -2%

What do the screens show for `CCCCCCCNC(=O)CN1N=C(c2ccc(C)cc2)CCC1=O`?
JMJD2A Tudor inh: -5%; Pol eta inh: -25%; BLM helicase inh: -7%; POLB inh: 10%; BAZ2B block: 0%; POLI inh: inconclusive; G9a inh: 22%; APEX1 inh: -9%; Pol kappa inh: -9%

What do the screens show for `Cc1cccc(NC(=O)Cn2c(=O)oc3cc(S(=O)(=O)NCc4ccccc4)ccc32)c1`?
JMJD2A Tudor inh: 1%; Pol eta inh: -21%; BLM helicase inh: -11%; POLB inh: inconclusive; BAZ2B block: -3%; POLI inh: inconclusive; G9a inh: 1%[59 µM]; Pol kappa inh: -19%

What do the screens show for `CCOC(=O)c1nn(-c2ccccc2F)c(-c2ccccc2)c1C(=O)c1ccccc1`?
JMJD2A Tudor inh: -20%; Pol eta inh: -12%; BLM helicase inh: -10%; POLB inh: 24%; BAZ2B block: -2%; POLI inh: -11%; G9a inh: -4%; APEX1 inh: 0%; Pol kappa inh: -5%

How did CCOC(=O)Nc1sc(C)c(C)c1C(=O)OCC do in these assays?
JMJD2A Tudor inh: 22%; Pol eta inh: -12%; BLM helicase inh: -3%; POLB inh: -4%; BAZ2B block: 26%; POLI inh: -4%; G9a inh: 42%; APEX1 inh: 4%; Pol kappa inh: -15%

What do the screens show for `CC(=O)C(Cc1ccccc1)NC(=O)CN1c2cccc3cccc(c23)S1(=O)=O` (stereo unspecified)?
JMJD2A Tudor inh: -9%; Pol eta inh: -9%; BAZ2B block: 9%; POLI inh: 19%; G9a inh: 17%[2.33 µM]; APEX1 inh: -7%; Pol kappa inh: -23%

How did N#Cc1cccc(NC(=O)N2CCCC3(CCN(C(=O)c4csnn4)CC3)C2)c1 do in these assays?
BLM helicase inh: 2%; G9a inh: -8%[12.7 µM]; APEX1 inh: 3%; Pol kappa inh: -2%[60.1 µM]

How did C[C@@H]1CC2[C@@H]3CC[C@H]4CC(=O)CC[C@]4(C)C3=CC[C@]2(C)[C@@]1(O)C(=O)CO (stereo partly specified) do in these assays?
JMJD2A Tudor inh: -4%; Pol eta inh: -15%; BLM helicase inh: 0%; POLB inh: 3%; BAZ2B block: -24%; POLI inh: 164%[activator]; G9a inh: 56µM*; APEX1 inh: 6%; Pol kappa inh: -7%

What do the screens show for `CCN(CC)c1ccc(NC(=O)c2[nH]c(C)c(C(C)=O)c2C)c(C)c1`?
JMJD2A Tudor inh: -22%; Pol eta inh: 12%; BLM helicase inh: -1%; POLB inh: 3%; BAZ2B block: -6%; POLI inh: 1%; G9a inh: inconclusive; APEX1 inh: 2%; Pol kappa inh: -6%

What do the screens show for `CCN(Cc1ccccc1)C(=O)c1ccc(Cl)cc1[N+](=O)[O-]`?
JMJD2A Tudor inh: -7%; Pol eta inh: -7%; BLM helicase inh: -3%; POLB inh: 47%; BAZ2B block: -16%; POLI inh: 47%[activator]; G9a inh: -3%; APEX1 inh: 8%; Pol kappa inh: -3%

What do the screens show for `O=C(Oc1ccc(=O)n(-c2ccccc2)n1)c1ccc(Cl)cc1`?
JMJD2A Tudor inh: -27%[11.4 µM]; Pol eta inh: -2%; BLM helicase inh: -4%; POLB inh: -13%; BAZ2B block: 8%; POLI inh: 6%; APEX1 inh: -6%; Pol kappa inh: -3%

How did NC(=O)COc1ccc(NC(=O)CC23CC4CC(CC(C4)C2)C3)cc1 do in these assays?
JMJD2A Tudor inh: -18%; Pol eta inh: -19%; BLM helicase inh: 4%; POLB inh: 0%; BAZ2B block: 9%; POLI inh: 11%; G9a inh: 1%[0.501 µM]; APEX1 inh: -12%; Pol kappa inh: -20%

Pulled one by one from the entries so far:
How did N#Cc1cccc(NC(=O)N2CCCC3(CCN(C(=O)c4csnn4)CC3)C2)c1 do in these assays?
BLM helicase inh: 2%; G9a inh: -8%[12.7 µM]; APEX1 inh: 3%; Pol kappa inh: -2%[60.1 µM]

How did NC(=O)COc1ccc(NC(=O)CC23CC4CC(CC(C4)C2)C3)cc1 do in these assays?
JMJD2A Tudor inh: -18%; Pol eta inh: -19%; BLM helicase inh: 4%; POLB inh: 0%; BAZ2B block: 9%; POLI inh: 11%; G9a inh: 1%[0.501 µM]; APEX1 inh: -12%; Pol kappa inh: -20%

What do the screens show for `Cc1cccc(NC(=O)Cn2c(=O)oc3cc(S(=O)(=O)NCc4ccccc4)ccc32)c1`?
JMJD2A Tudor inh: 1%; Pol eta inh: -21%; BLM helicase inh: -11%; POLB inh: inconclusive; BAZ2B block: -3%; POLI inh: inconclusive; G9a inh: 1%[59 µM]; Pol kappa inh: -19%

Following part.
What do the screens show for `CC(=O)C1C(c2ccc([N+](=O)[O-])cc2)c2c(noc2C)CC1(C)O` (stereo unspecified)?
JMJD2A Tudor inh: -1%; Pol eta inh: -11%; BLM helicase inh: -1%; POLB inh: 3%; BAZ2B block: 2%; POLI inh: 8%; G9a inh: -8%[12.7 µM]; APEX1 inh: 0%; Pol kappa inh: -9%

Results for COc1ccc(CCn2c(C)cc(C(=O)COC(=O)c3cnc(C)cn3)c2C)cc1 ?
JMJD2A Tudor inh: -31%; Pol eta inh: -18%; BAZ2B block: inconclusive; POLI inh: 24%; G9a inh: 50µM*; APEX1 inh: 17%; Pol kappa inh: -2%

What do the screens show for `COc1ccc(N=C2NN=C(c3c(C)[nH]c4ccccc34)CS2)cc1`?
JMJD2A Tudor inh: inconclusive; Pol eta inh: -25%; BLM helicase inh: -7%; POLB inh: -27%; BAZ2B block: 40µM*; POLI inh: 6%; G9a inh: 8.9µM*; APEX1 inh: -4%; Pol kappa inh: 0%

How did CCCS(=O)(=O)N1CC(=O)N(c2ccccc2C)C(C)(C(=O)NC2CCCCC2)C1 (stereo unspecified) do in these assays?
JMJD2A Tudor inh: -1%; Pol eta inh: 6%; BLM helicase inh: 0%; POLB inh: 5%; BAZ2B block: -1%; POLI inh: -5%; G9a inh: 4%[59 µM]; Pol kappa inh: 0%

Results for CCN1C(=O)[C@@H]2[C@@H](c3ccc(-c4ccc5c(c4)OCO5)c(OC)c3)N3CCC[C@@]3(C(=O)OC)[C@@H]2C1=O ?
JMJD2A Tudor inh: inconclusive; Pol eta inh: -11%; BAZ2B block: inconclusive; POLI inh: 7%; G9a inh: -11%[2.33 µM]; APEX1 inh: -1%; Pol kappa inh: -8%

What do the screens show for `O=C1CC(C(=O)O)NC(=S)N1` (stereo unspecified)?
JMJD2A Tudor inh: -10%; Pol eta inh: -10%; POLI inh: 18%; Pol kappa inh: -9%

Results for CCc1noc(C)c1C(=O)N(C)CC(=O)Nc1ccccc1Br ?
JMJD2A Tudor inh: -3%; Pol eta inh: -21%; BAZ2B block: 7%; POLI inh: 34%[activator]; G9a inh: -4%[12.7 µM]; APEX1 inh: 19%; Pol kappa inh: -4%

How did C/C(=N/N=C(/C)c1cccs1)c1cccs1 do in these assays?
JMJD2A Tudor inh: 33%; Pol eta inh: -2%; BLM helicase inh: -6%; POLB inh: 2%; BAZ2B block: 3%; POLI inh: 5%; APEX1 inh: -6%; Pol kappa inh: -14%

What do the screens show for `O=C(N/N=C/c1c(Cl)[nH]c2ccccc12)c1sc2ccccc2c1Cl`?
JMJD2A Tudor inh: -28%; Pol eta inh: -14%; BLM helicase inh: -9%; POLB inh: 42%; BAZ2B block: -3%; POLI inh: 11%; G9a inh: 12%[59 µM]; APEX1 inh: 12%; Pol kappa inh: -2%

Results for Cc1ccc(NC(=O)CCCc2ccccc2)c([N+](=O)[O-])c1 ?
JMJD2A Tudor inh: inconclusive; Pol eta inh: -13%; BLM helicase inh: -10%; POLB inh: -12%; BAZ2B block: inconclusive; POLI inh: -10%; G9a inh: 3.2µM*; APEX1 inh: 12%; Pol kappa inh: -21%

What do the screens show for `CCc1ccc2c(c1)C(O)(CC(=O)c1cccs1)C(=O)N2` (stereo unspecified)?
JMJD2A Tudor inh: -2%; Pol eta inh: 1%; BLM helicase inh: -5%; POLB inh: 45%[activator]; BAZ2B block: -8%; POLI inh: 2%; G9a inh: 4%; APEX1 inh: 14%; Pol kappa inh: -4%

How did O=C1NC(c2ccccc2)Nc2c1sc(=S)n2-c1ccccc1 (stereo unspecified) do in these assays?
JMJD2A Tudor inh: -11%[11.4 µM]; Pol eta inh: -6%; BLM helicase inh: -11%; POLB inh: 28%; BAZ2B block: -19%; POLI inh: 24%; G9a inh: 22µM*; APEX1 inh: 12%; Pol kappa inh: 5%

An excerpt. The share of hits here may be higher or lower than overall.
